# High-throughput results: PubChem, Sanford-Burnham Center for Chemical Genomics
# TIM10 inh – TIM10 yeast growth inhibition; AID 463195; 330,000 compounds, 1.4% hits; S. cerevisiae TIM10 strain growth, BacTiter-Glo luminescence, 24 h; inhibition, % at 10 µM;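 active = inhibition of 40% or more at the single tested concentration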;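 note: wild-type TIM10 isogenic control strain grown at permissive 25 °C; 0% = DMSO yeast wells and 100% = minimal medium wells without yeast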
# tim10-1 inh – inhibits growth of tim10-1 mutant yeast; inhibition, % at 20 µM; 330,000 compounds, 2.2% hits; S. cerevisiae tim10-1 ts strain growth, BacTiter-Glo, 24 h;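 active = inhibition of at least 40%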;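 note: mutant grown at 25 °C; 0% = DMSO wells with yeast and 100% = wells holding no yeast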
# hIAP inh – blocks human intestinal alkaline phosphatase; P09923; purified IAP, CDP-Star luminescence, 30 min; inhibition, % at 10 µM; 330,000 compounds, 0.12% hits;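 active = inhibition reaching a set limit with compound at 10 µM in the primary screen, cut at about 35% in these data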;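 note: plate controls were DMSO wells with enzyme for no effect and no-enzyme buffer wells for full effect; values of inactives mirror those of a sister screen read the other way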
# Target sequence (P09923 whole entry, looked up): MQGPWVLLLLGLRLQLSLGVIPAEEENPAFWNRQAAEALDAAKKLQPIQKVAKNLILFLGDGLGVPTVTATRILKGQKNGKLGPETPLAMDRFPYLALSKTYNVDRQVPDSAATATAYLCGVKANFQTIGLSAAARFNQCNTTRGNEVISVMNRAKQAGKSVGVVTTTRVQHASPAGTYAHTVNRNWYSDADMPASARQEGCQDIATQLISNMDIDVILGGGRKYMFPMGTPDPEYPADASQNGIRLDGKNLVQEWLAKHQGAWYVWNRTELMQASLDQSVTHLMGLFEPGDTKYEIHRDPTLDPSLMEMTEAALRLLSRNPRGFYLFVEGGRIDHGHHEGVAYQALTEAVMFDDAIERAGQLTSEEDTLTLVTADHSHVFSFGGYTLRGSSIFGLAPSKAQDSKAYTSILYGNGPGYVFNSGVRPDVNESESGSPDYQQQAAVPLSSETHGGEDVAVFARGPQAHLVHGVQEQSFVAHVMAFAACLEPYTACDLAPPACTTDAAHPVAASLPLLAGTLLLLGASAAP
# ATG4B inh – ATG4B (human) cysteine protease inhibition; Q9Y4P1; ATG4B cleavage of LC3-PLA2, NBD-HPC fluorescence, 1 h; AID 504462; 340,000 compounds, 0.51% hits; inhibition, % at 8.33 µM; in the data active = inhibition above about 40%
# Target sequence (Q9Y4P1 whole entry, looked up): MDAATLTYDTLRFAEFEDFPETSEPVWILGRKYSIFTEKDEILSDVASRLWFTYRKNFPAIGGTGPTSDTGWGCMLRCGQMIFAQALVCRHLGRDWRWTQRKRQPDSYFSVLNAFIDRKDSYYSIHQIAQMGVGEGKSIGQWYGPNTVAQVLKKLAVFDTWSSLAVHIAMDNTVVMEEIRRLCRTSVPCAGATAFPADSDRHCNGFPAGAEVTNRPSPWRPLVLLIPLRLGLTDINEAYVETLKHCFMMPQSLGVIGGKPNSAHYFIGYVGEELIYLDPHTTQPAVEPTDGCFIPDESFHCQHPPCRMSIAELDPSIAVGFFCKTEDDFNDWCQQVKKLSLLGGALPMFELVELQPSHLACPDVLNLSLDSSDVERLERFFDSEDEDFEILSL
# mIAP inh – mouse IAP inhibition. AID 2806. inhibition, % at 10 µM. purified mouse IAP, CDP-Star luminescence, 30 min. 330,000 compounds, 0.2% hits;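 active = inhibition of at least 40% at 10 µM in the primary screen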;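 note: plate controls were DMSO with enzyme for no effect and no enzyme wells for full effect; values of inactives mirror those of a sister screen read the other way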
# Apaf1 inhib – human Apaf-1 inhibition | O14727 | reconstituted apoptosome caspase-3 activity, DEVD-Rh110 fluorescence | inhibition, % at 20 µM | 330,000 compounds, 0.71% hits | AID 489030; active = inhibition of at least 40% at 20 µM;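 note: plate controls were DMSO wells for no effect and DEVD-CHO caspase inhibitor wells for full effect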
#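 Medium: Hepes buffer, pH 7.5 / System: biochemical Apaf-1 apoptosome reconstitution / Measured by: Rh110 fluorescence, excitation 480 nm, emission 540 nm / Times: compound with Apaf-1, dATP, procaspase-3 30 min, then 50 min reaction, room temperature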
# mIAP act – increases mouse intestinal alkaline phosphatase activity | muIAP, CDP-Star luminescence, 30 min; hits give high values; 1 = vehicle-only enzyme signal, 0 = enzyme-free wells | activation factor at 10 µM | 330,000 compounds, 0.24% hits | AID 2805;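 active = activation factor of at least 2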; note: the source names both 10 and 20 µM as test concentration; values of inactives mirror those of a sister screen read the other way
#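 Assay system: mouse IAP enzyme; Reagent: CDP-Star chemiluminescent phosphatase substrate; Compound: DMSO-dissolved test compounds; Incubation: 30 min, room temperature; Technique: luminescence from enzymatic CDP-Star hydrolysis; Controls: DMSO-only wells and no-enzyme negative control.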
# hIAP activ – human IAP activation; P09923; purified human IAP, CDP-Star luminescence, 30 min; hits give high values; 1 = vehicle-only enzyme, 0 = enzyme-free background; activation factor at 10 µM; 330,000 compounds, 0.16% hits; AID 2524;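 active = activation factor of the enzyme at least 2-fold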; note: the source names both 10 and 20 µM as test concentration; values of inactives mirror those of a sister screen read the other way
# NLRP3 yeast inh – blocks the NALP3 inflammasome reconstituted in yeast; AID 2825; Yeast reconstituted NLRP3/ASC/caspase-1, beta-gal luminescence, 24 h; inhibition, % at 10 µM; 330,000 compounds, 0.39% hits;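 active = inhibition of 50% or more; inactive = inhibition below 50%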;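 note: plate controls were induced DMSO wells for no effect and uninduced yeast grown without galactose for full effect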
# Active calls of the source: *; · = no result given.
SMILES,TIM10 inh,tim10-1 inh,hIAP inh,ATG4B inh,mIAP inh,Apaf1 inhib,mIAP act,hIAP activ,NLRP3 yeast inh
CCOC(=O)c1c(NC(=O)CN2C(=O)C(=O)N(CC(C)C)C2=O)sc(C)c1CC,4,9,4,3,4,21,0.96,0.96,10
Cc1ccnc(N2C(=O)c3ccccc3C2O)c1 (centres undefined),0,-2,13,-3,-6,3,1.1,0.87,7
CCC/C(C(=O)NCCO)=C1/c2ccccc2C(=O)N1c1ccccc1,3,-16,6,-1,12,7,0.88,0.94,-1
Cc1ccc(S(=O)(=O)N2CCC(C(=O)N3CCc4ccccc43)CC2)cc1C,0,-1,-5,22,0,16,1,1,18
COc1ccc(S(=O)(=O)N2CCCCC2)cc1NC(=O)CSc1nccn1C,10,13,2,-7,2,-1,0.98,0.98,12
CN(C)CCCN(Cc1cc2cc3c(cc2[nH]c1=O)OCO3)C(=S)Nc1cccc(Cl)c1,15,27,4,1,5,14,0.95,0.96,10
Cc1ccc(C(=O)N2CCCC(c3ccccc3)=N2)cc1,26,23,-24,-5,12,5,0.88,1.2,10
O=C(Nc1ccc2c(c1)CCC2)c1cnn2c1NC(c1ccco1)CC2C(F)(F)F (centres undefined),0,10,-18,-16,7,1,0.93,1.2,24
CCn1c(SCc2nc3cc(OC)c(OC)cc3c(=O)[nH]2)nc2ccccc21,-22,-5,-26,-1,-6,-6,1.1,1.3,10
C=C(C)c1cccc(C(C)(C)NC(=O)NNC(=O)c2ccccc2O)c1,-6,17,-28,-4,5,13,0.95,1.3,-12
COC(=O)N/N=C(\C)c1ccc(OC(F)F)cc1OC(F)F,7,-10,-10,-4,0,-3,1,1.1,-1
O=C(COC(=O)c1cc([N+](=O)[O-])ccc1Cl)NC1CCCC1,24,29,3,3,0,1,1,0.97,17
CCOC(=O)C1(CCOc2ccccc2)CCN(Cc2ccc3nonc3c2)CC1,29,0,29,3,18,13,0.82,0.71,20
COc1ccc(NC(=O)c2ccc(Cl)c(S(=O)(=O)N3CCc4ccccc4C3)c2)cn1,20,47*,-10,13,9,10,0.91,1.1,17
O=C(COc1ncnc2scc(-c3ccc(F)cc3)c12)NCc1ccco1,-4,14,-7,2,-5,9,1.1,1.1,-1
Cn1c(N)c(C(=O)COC(=O)CSc2cccc3cccc(Cl)c23)c(=O)n(C)c1=O,-8,0,18,-6,7,-8,0.93,0.82,-3
CCc1nnc(NC(=O)CCC(=O)N2CCN(Cc3ccccc3)CC2)s1,8,16,1,-25,-18,-21,1.2,0.99,21
COc1ccc(C(CNC(=O)c2ccc(-c3ccccc3Cl)o2)N2CCOCC2)cc1 (centres undefined),19,34,13,-13,4,37,0.95,0.87,5
CCN1CCN(C(=O)c2cc(=O)c3cc(C)ccc3o2)CC1,10,-21,6,-18,4,0,0.96,0.94,-4
COc1ccccc1C(=O)C1CCCN(C(=O)c2ccc3c(c2)OCCO3)C1 (centres undefined),13,20,17,-16,-3,0,1,0.83,5
C/C(=N\NC(=O)CCc1c[nH]c2ccccc12)c1cccc([N+](=O)[O-])c1,12,22,16,-14,-2,7,1,0.83,6
CSc1ccccc1OCc1cc(C(=O)N(C)Cc2ccc(C)o2)no1,-3,35,-20,33,6,22,0.94,1.2,35
O=S(=O)(Cc1ccccc1)N1CCC(c2nc(-c3cccs3)no2)CC1,30,34,-6,-2,2,13,0.98,1.1,12
Clc1ccc(Br)cc1-c1nc(-c2ccncc2)no1,16,18,-3,-2,0,9,0.99,1,-19
COc1ccccc1C(c1nnnn1C(C)(C)C)N1CCN(C(=O)c2ccco2)CC1 (centres undefined),16,12,13,-2,3,6,0.97,0.87,8
COC(=O)C(CC(=O)O)NCc1ccco1 (centres undefined),10,-3,-15,2,-6,-2,1.1,1.1,-2
CC1CCCCN1C(=O)C1CCN(c2nc(-c3ccccc3)nc3c2CCC3)CC1 (centres undefined),16,56*,8,14,4,24,0.96,0.92,15
O=C(Cn1c(C(=O)N2CCN(C3CCCCC3)CC2)cc2sccc21)c1ccccc1,18,13,20,-1,7,7,0.93,0.8,12
Cc1ccccc1CC(=O)N1CCCc2ccccc21,6,10,21,6,4,-14,0.96,0.79,21
CC(C)COC(=O)N(C)c1ccc(C(O)(C(F)(F)F)C(F)(F)F)cc1,24,28,-24,-7,-1,17,1,1.2,3
COc1ccc(CN(C)CC(=O)Nc2ccccc2-c2ccccc2)c(OC)c1,11,31,-7,32,-8,12,1.1,1.1,-5
O=C1CCCc2nc(NCc3ccco3)ncc21,-1,-9,21,10,-10,-1,1.1,0.79,20
CSc1ccc(OCC(=O)Nc2ccc(N3CCOCC3)c(Cl)c2)cc1,3,-1,-26,0,-7,-1,1.1,1.3,32
CN1c2ccccc2C(=O)C(=C2SCCCS2)S1(=O)=O,38,25,20,-6,8,-10,0.92,0.8,3
OCCC1CN(CC2CCCCC2)CCN1CC1CCCCC1 (centres undefined),0,-2,-6,-4,-3,0,1,1.1,8
COc1cc(Cl)c(C)cc1NC(=O)COC(=O)c1cnc(C)cn1,6,15,3,-10,-17,11,1.2,0.97,11
CCN(CC)c1ccc(C2CC(=O)Nc3cc(OC)c(OC)cc32)cc1 (centres undefined),18,28,-6,-4,-1,10,1,1.1,17
COc1ccc(C2C(C#N)=C(N)Oc3n[nH]c(C)c32)cc1CN1CCN(c2ccc(F)cc2)CC1 (centres undefined),-3,-3,0,1,4,24,0.96,1,-6
COc1cccc(CNC(=O)C2CCN(S(=O)(=O)c3ccc4c(c3)OCCO4)CC2)c1,7,26,-1,14,0,3,1,1,8
COC(=O)c1ccc(CN2CCC(n3nccc3NC(=O)C3CC3)CC2)cc1,5,4,21,1,0,1,1,0.79,10
Cc1cccc(NC(=O)c2ccccc2Br)n1,5,28,8,-1,-1,4,1,0.92,-8
CCOc1ccccc1-c1nc(-c2cc3ccc(C)cc3[nH]c2=O)no1,28,29,-4,8,13,30,0.87,1,14
Cc1cc(C)c(NC(=O)C2CC3CCC2C3)c(C)c1 (centres undefined),3,5,14,4,10,-12,0.91,0.86,-1
COc1ccc(N2C(=O)C(Cc3ccccc3)NC2=S)cc1 (centres undefined),-3,8,-2,-6,3,-4,0.97,1,25
c1ccc2c(c1)N1CCN=C1N2CCN1CCCCC1,-8,-30,-2,4,0,-3,1,1,3
COc1cc2ccccc2cc1C(=O)NC(=S)Nc1nnn(C)n1,-9,0,3,3,11,-8,0.89,0.97,8
CCOC(=O)CCCC(=O)N1CCOCCOCCOCC1,-14,0,8,10,5,6,0.95,0.92,6
CC1CCCCN1C(=O)CSc1nnc(-c2cccs2)o1 (centres undefined),-7,4,-4,-6,-8,2,1.1,1,28
C=CCN(C(=O)c1ccc2c(c1)nnn2C)c1ccccc1,5,2,-7,-8,0,1,1,1.1,19
N#Cc1ccc(/C=N/NC(=O)c2ccccc2F)cc1,6,8,7,-7,1,-3,0.99,0.93,17
# New compounds follow
SMILES,TIM10 inh,tim10-1 inh,hIAP inh,ATG4B inh,mIAP inh,Apaf1 inhib,mIAP act,hIAP activ,NLRP3 yeast inh
COc1ccc(OC)c2c(C)cc(N3CCN(C(=O)c4ccc(C)cc4)CC3)nc12,12,18,7,-7,1,17,0.99,0.93,11
Cc1ccc(NC(=O)CSCC(=O)NCc2cccc(C(F)(F)F)c2)cc1,-5,15,-15,12,-2,22,1,1.1,14
CC1=C(C(=O)OC2CCCC(C)C2)C(c2ccccc2)NC(=O)N1 (centres undefined),-5,15,-3,-2,0,25,1,1,22
CCOc1ccccc1/C=N/Nc1ccc(Cl)nn1,-6,4,0,4,3,10,0.97,1,25
CSc1ncccc1C(=O)NCC(=O)Nc1ccc(F)c(F)c1,1,-17,13,0,0,8,1,0.87,5
O=C(CSc1nc2ccccc2c(=O)n1CCCN1CCOCC1)N1CCN(c2ccccc2)CC1,17,15,-16,-8,2,0,0.98,1.2,7
CC12CCC(=O)N1C(C(=O)OCC(=O)Nc1ccc(S(N)(=O)=O)cc1)CS2 (centres undefined),-6,13,-8,-3,-5,14,1,1.1,14
Cc1oc(-c2ccccc2)nc1C(=O)O,7,4,2,-5,9,-12,0.91,0.98,10
COc1ccccc1Oc1ncnc2c1cnn2-c1ccccc1,13,12,-13,-9,1,10,0.99,1.1,33
ONC(=Nc1ccccc1Cl)c1c(F)cccc1F,-11,-12,-4,7,-5,-21,1,1,6

# Reformatted: entries from further up
# Fields: TIM10 inh	tim10-1 inh	hIAP inh	ATG4B inh	mIAP inh	Apaf1 inhib	mIAP act	hIAP activ	NLRP3 yeast inh
> Cc1ccc(NC(=O)CSCC(=O)NCc2cccc(C(F)(F)F)c2)cc1
  -5	15	-15	12	-2	22	1	1.1	14
> CSc1ncccc1C(=O)NCC(=O)Nc1ccc(F)c(F)c1
  1	-17	13	0	0	8	1	0.87	5
> COc1ccc(OC)c2c(C)cc(N3CCN(C(=O)c4ccc(C)cc4)CC3)nc12
  12	18	7	-7	1	17	0.99	0.93	11
> ONC(=Nc1ccccc1Cl)c1c(F)cccc1F
  -11	-12	-4	7	-5	-21	1	1	6

# Further entries follow.
SMILES,TIM10 inh,tim10-1 inh,hIAP inh,ATG4B inh,mIAP inh,Apaf1 inhib,mIAP act,hIAP activ,NLRP3 yeast inh
CN(C(=O)COC(=O)c1cc2ccccc2cc1O)c1ccccc1,40*,25,4,-5,-1,12,1,0.96,27
CCc1ccc(C(=O)COC(=O)CNC(=O)c2ccco2)cc1,-2,-6,-2,1,2,-6,0.98,1,7
COc1ccc(/C=C2/SC(=S)N(n3c(C)ccc3C)C2=O)cc1,24,31,8,8,10,22,0.9,0.93,4
COc1cc(/C=N/Nc2nc(Nc3ccccc3)nc(N3CCOCC3)n2)ccc1OC(=O)c1ccco1,25,30,-10,-7,11,-8,0.89,1.1,2
COCCNC(=S)N1CCC(NC(=O)C23CC4CC(CC(C4)C2)C3)CC1,-13,4,-10,-5,3,1,0.97,1.1,7
CCCC(=O)Nc1cc(C)c(NC(=O)Cc2ccccc2)cn1,-3,19,-2,·,-10,14,1.1,1,-1
COc1cc(OC)cc(-c2ncc3ccccn23)c1,-2,1,-18,0,12,6,0.88,1.2,13
N/C(=N\c1nc2c(c(=O)[nH]1)CCC2)Nc1ccccc1C(F)(F)F,2,3,1,-4,-3,-20,1,0.99,12
CC1(c2nnc(Cc3ccccc3)o2)CC(c2cccc(Cl)c2)=NO1 (centres undefined),-3,4,1,-10,8,6,0.92,0.99,18
CCN(CC)S(=O)(=O)c1ccc(OC)c(NC(=O)/C=C/c2ccco2)c1,19,21,-8,-8,6,-10,0.94,1.1,-1
C/C(=N\Nc1ccc(S(N)(=O)=O)cc1[N+](=O)[O-])c1ccccc1O,-26,-8,7,-2,10,-31,0.9,0.93,3
CC(C)Oc1ccc(C(=O)N(CN2CCCC2=O)c2ccc(F)cc2)cc1,1,19,5,6,11,-9,0.89,0.95,-3
COC(=O)C(NC(=O)c1ccco1)(Nc1cc(C)ccn1)C(F)(F)F (centres undefined),-7,5,9,6,-1,4,1,0.91,6
Nc1cc(Cl)ccc1C(=O)OCC(=O)NC1CCCCCCC1,7,4,-2,-11,-1,-2,1,1,26
Cc1nc([N+](=O)[O-])c(SCC(N)=O)n1Cc1ccccc1,-1,-12,-6,-10,-8,-6,1.1,1.1,15
COc1ccc(-c2cc(C3CCN(c4ccc(C(C)=O)cc4[N+](=O)[O-])CC3)[nH]n2)cc1,29,35,-8,-8,5,5,0.95,1.1,27
Cc1cc(C(=O)NN=C(Cc2ccccc2)Cc2ccccc2)c(C)o1,1,15,-11,12,-5,14,1,1.1,2
